12-LOX inh: ALOX12 (human) lipoxygenase inhibition | purified 12hLO, xylenol orange hydroperoxide absorbance | Potency, µM (top dose mostly 108 µM), for the others: top-dose activity change, negative = inhibition, actives largely listed as inhibitors | 1.1% of 580,000 active | AID 1671190; active means well fitted inhibition curve with a large enough effect; inconclusive means small, poorly fitted or top-dose-only effect, or another doubt; inactive means no such curve, though single readings can be large or run the other way
Target sequence (P18054 whole entry, looked up): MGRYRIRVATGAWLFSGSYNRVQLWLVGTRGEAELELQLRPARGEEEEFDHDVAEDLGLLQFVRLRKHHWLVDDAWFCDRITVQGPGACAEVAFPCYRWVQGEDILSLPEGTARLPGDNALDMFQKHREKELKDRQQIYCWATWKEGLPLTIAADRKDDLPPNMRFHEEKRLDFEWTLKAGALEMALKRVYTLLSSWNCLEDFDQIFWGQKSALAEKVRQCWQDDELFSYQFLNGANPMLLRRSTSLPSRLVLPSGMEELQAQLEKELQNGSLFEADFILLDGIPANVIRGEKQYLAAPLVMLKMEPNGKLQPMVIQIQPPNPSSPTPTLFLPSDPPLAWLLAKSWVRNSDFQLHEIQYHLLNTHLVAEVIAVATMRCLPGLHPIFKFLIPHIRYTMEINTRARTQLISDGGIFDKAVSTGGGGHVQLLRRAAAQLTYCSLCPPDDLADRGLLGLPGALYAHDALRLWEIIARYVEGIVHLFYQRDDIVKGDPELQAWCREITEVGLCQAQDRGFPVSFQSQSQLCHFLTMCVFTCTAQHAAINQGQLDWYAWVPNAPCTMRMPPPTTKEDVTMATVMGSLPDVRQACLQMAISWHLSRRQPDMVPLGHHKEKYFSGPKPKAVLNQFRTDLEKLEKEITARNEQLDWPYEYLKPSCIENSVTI
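Hydroperoxide product was detected by ferrous iron/xylenol orange as the 573 to 405 nm absorbance ratio. Arachidonic acid at 40 uM (final) was turned over for 30 min at room temperature by 150 nM human 12hLO, pH 7.0 Hepes buffer, after 15 min compound preincubation.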
* = called active by the depositor; [ ] = remark or other dose. On the % scale 0 is the no-effect control and ±100 the full control effect; potency means the concentration at half of the fitted maximal effect. Only part of the results is shown; the hit share may differ from the screen's.

`CCC(=O)N1Cc2ccccc2CC2(CCCN2Cc2ccccc2)C1` (stereo not drawn) gave 12-LOX inh 5%[6.33 µM].
O=C(Cn1nc2n(c1=O)CCCCC2)Nc1ccccc1 was read as 12-LOX inh 43%[activator].
`O=C(CSc1nc(-c2ccccc2F)nc2cc(=O)[nH]n12)N1CCCc2ccccc21` gave 12-LOX inh -58%.
`CCCCCCCCN1C(=O)[C@H](CC(=O)N2CCN(C(=O)c3ccco3)CC2)C[C@@]2(C(=O)OC)CC(C)(C)CC=C12` gave 12-LOX inh inconclusive.
`O=C(N[C@@H]1CN(C(=O)C2CC2)CC[C@@H]1CO)C1CC1` gave 12-LOX inh 55%[activator].
Cc1ccc(-n2ccnc2-c2cc3n(n2)CCNC3)cc1N1CCCC1=O was read as 12-LOX inh 110%[activator].
`c1ccc(-c2nn3c(c2-c2ccnc4cc(OCCN5CCOCC5)ccc24)CCC3)nc1` gave 12-LOX inh -21%[57.4 µM].
COc1ccc(CN2CCC3(CC2)Cc2ccccc2CNC3=O)cc1OC was read as 12-LOX inh 5%[6.33 µM].
`CCC(C)(C)NC(=O)c1cn(-c2ccccc2)nn1` gave 12-LOX inh 35%[activator].
CC(=O)NC1CC2(CCN(C(=O)CCC(=O)OC(C)(C)C)CC2)Oc2ccccc21 (stereo not drawn) was read as 12-LOX inh 13%[6.33 µM].
Screening C[C@@H]1C(=O)O[C@H]2[C@H]1CC[C@@]1(C)Cc3sc(NCCc4ccccn4)nc3[C@@H](C)[C@H]21 returned 12-LOX inh 49%[176 µM].
`COc1ccc(NC(=O)[C@H]2C[C@H](CC(C)C)N[C@]23C(=O)Nc2c(C)cc(Cl)cc23)cc1` gave 12-LOX inh 3%.
For CC(C)C(Br)C(=O)Nc1cc(Cl)ccc1Cl (stereo not drawn) the results were 12-LOX inh 23%.
For COC(=O)C1=C(C)N(Cc2ccccc2C(F)(F)F)C(=NCc2ccc(C(F)(F)F)cc2)NC1c1ccc(C(F)(F)F)cc1 (stereo not drawn) the results were 12-LOX inh -18%.
O=C(N[C@H]1CO[C@H]2[C@@H]1OC[C@@H]2n1cc(CC2CCCCC2)nn1)c1ccc(C(F)(F)F)cc1 was read as 12-LOX inh 18%.
O=C(NC1CCCCC1)C(c1ccccc1F)n1c(=O)c(-c2ccco2)nc2ccccc21 (stereo not drawn) was read as 12-LOX inh inconclusive.
For COCCN1CCN(C(=O)c2cnn(-c3ncc4c(n3)-c3ccc(OC)cc3CC4)c2C2CC2)CC1 the results were 12-LOX inh 16%.
`COc1ccc(-c2cc(-c3ccccc3)nc(NC(=O)CN3CCCCCC3)n2)cc1` gave 12-LOX inh inconclusive.
CN1CCCN(C(=O)Cc2cccs2)c2ccccc21 was read as 12-LOX inh 18%.
CNC(=O)c1[nH]cnc1C(=O)NC1CCCCC1 was read as 12-LOX inh -18%.
For Cc1ccc(C2NC(=O)N(CC(=O)NC3CCCCC3)C3=C2C(=O)OC3)cc1 (stereo not drawn) the results were 12-LOX inh 0%.
CC1=C(C(=O)N2CCCCCC2)CC(CC(=O)NCCN2CCOCC2)C(=O)N1CCCN1CCCC1=O (stereo not drawn) was read as 12-LOX inh -4%.
For O=C(C1CC1)N1CCN(Cc2ccccc2)CC(O)C1 (stereo not drawn) the results were 12-LOX inh 7%.
COc1cccc(C(=O)N2CC(Oc3ccccc3-c3nc(C4CC4)no3)C2)c1 was read as 12-LOX inh -26%.
Screening CCN1CCc2c(sc3c2c(=O)n(-c2ccc(Cl)cc2)c(=O)n3CCN(C)C)C1 returned 12-LOX inh -12%.
`CCCC1c2nccn2CCCN1C(=O)c1n[nH]c(=O)c2ccccc12` (stereo not drawn) gave 12-LOX inh -8%.
Cc1ccc(NC(=O)c2cc3ncccn3n2)cc1C was read as 12-LOX inh 31%.
Screening Fc1ccc(CNC(=S)NCCc2ccc(Cl)cc2)cc1 returned 12-LOX inh inconclusive.
CC(=O)Nc1ccc(CN2CCC3(Cc4ccccc4CN(C(C)=O)C3)C2)cc1 (stereo not drawn) was read as 12-LOX inh 10%[6.33 µM].
For COCC(=O)N1CCC2(CCN(Cc3ccc(C#N)cc3)CC2)CC1 the results were 12-LOX inh 2%[57.4 µM].
Screening COc1cccc(CNC(=O)CN2CC3CC(C2)[C@H]2CCCC(=O)N2C3)c1OC (stereo partly drawn) returned 12-LOX inh 40%[activator].
For O=c1c(-c2ccccc2)nc2cnc(Nc3ccccc3)nc2n1Cc1cccs1 the results were 12-LOX inh 0%.
Screening Cn1c(=O)c2c(nc(NC3CCCCC3)n2Cc2cccc(Br)c2)n(C)c1=O returned 12-LOX inh -6%.
C#Cc1cccc(C(=O)NCc2nc(-c3ccccc3NC(C)=O)oc2C)c1 was read as 12-LOX inh inconclusive.
CCCOCCNC(=O)c1c(C)noc1-c1cc(OC)cc(OC)c1 was read as 12-LOX inh 20%.
For CCn1c(Br)nc2c1c(=O)n(C)c(=O)n2C the results were 12-LOX inh 7%.
For CC1(CCCCN2CCOCC2)COc2ccc(C(=O)Nc3ccccc3)cc2N1 (stereo not drawn) the results were 12-LOX inh -6%[176 µM].
For O=c1n(-c2ccc(F)cc2F)nc2n1CCN([S+](=O)([O-])c1ccccc1)C2 the results were 12-LOX inh 41%[activator].
CC(=O)NC[C@H]1OC[C@@H](NC2CCC(F)(F)CC2)[C@@H]1O was read as 12-LOX inh 7%[176 µM].
`NC(=O)CN1CC2(CCC1=O)CCN(CC1CCCCO1)CC2` (stereo not drawn) gave 12-LOX inh 7%.
COc1ccc(NC(=O)c2ccc3c(c2)OCCCO3)cn1 was read as 12-LOX inh 32%[activator].
`Cc1cc(F)ccc1NC(=O)C1CCN(C(=O)c2ncn3c2COC(c2ccc(F)cc2)C3)CC1` (stereo not drawn) gave 12-LOX inh 15%.
`CC(C)NC(=O)NC1=C(C#N)C(C)(C)Cc2ccccc21` gave 12-LOX inh 12%.
CC1(C)CC(NC(=O)Cn2nc(-c3ccc(Cl)cc3)c3ccccc3c2=O)CC(C)(C)N1 was read as 12-LOX inh 4%.
For CC(NC(=O)CCCNC(=O)C1CC1)c1ccc(C#N)cc1 (stereo not drawn) the results were 12-LOX inh inconclusive.
`N#Cc1nc(-c2cccc3ccccc23)oc1NCc1ccc(F)cc1` gave 12-LOX inh -16%.
`Cn1nccc1C(=O)N1CCc2c(n(CCOc3ccccc3)n(-c3ccccc3)c2=O)C1` gave 12-LOX inh 3%.
`CCOc1ccc(-c2cc(C(=O)NCCCN(C)C)c3ccccc3n2)cc1` gave 12-LOX inh -30%.
COc1ccc(OC)c(CNC(=O)[C@H]2CCC[C@H]2NC(=O)c2ccc(OC)nc2)c1 was read as 12-LOX inh 53%[activator].
`OC[C@@H]1O[C@H](CNC2CCOCC2)[C@H](N2CCN(c3ncccn3)CC2)[C@@H]1O` gave 12-LOX inh -1%.
COCCn1c(=O)c(-c2cccc(C#N)c2)nc2cnc(Oc3cccc(Cl)c3)nc21 was read as 12-LOX inh inconclusive.
Screening COc1ccccc1CC(=O)N1CCCc2ncc(C(=O)NCCC(C)C)cc21 returned 12-LOX inh 8%[176 µM].
COC(=O)CNC(=O)Nc1c(-c2cccnc2)[nH]c2ccccc12 was read as 12-LOX inh inconclusive.
`CC(C)NC(=O)Cc1cccn1-c1ccc(F)cc1` gave 12-LOX inh -5%.
`CN(CC(=O)Nc1c(Cl)cccc1Cl)C(=O)c1ccc(S(=O)(=O)Nc2ccccc2)cc1` gave 12-LOX inh inconclusive.
Screening OC(C#CC(O)(c1ccccc1)c1ccccc1)c1ccc(F)cc1 (stereo not drawn) returned 12-LOX inh -66%.
Screening O=C1c2c(-c3ccc(Br)cc3)noc2CCN1Cc1cn(C2CCCC2)nn1 returned 12-LOX inh 1%.
COCc1[nH]nc2c1C(c1cccc(C(F)(F)F)c1)NC2=O (stereo not drawn) was read as 12-LOX inh -11%.
Screening CCCCN(CC)C(=O)c1cn[nH]c1-c1ccc(Cl)cc1 returned 12-LOX inh 19%.
Cn1cc(Cl)cc1C(=O)N1CC[C@@]2(O)CCN(C(=O)C3CCC3)C[C@H]2C1 was read as 12-LOX inh -20%.
N#CC1(C(=O)Nc2ccc(Cl)cc2)CCCC1 was read as 12-LOX inh inconclusive.
Cc1ccc(CNC(=O)N2CC[C@H]3C(=O)NCCCCCCN(Cc4ccncc4)[C@@H]3C2)cc1 was read as 12-LOX inh 32%[activator].
Screening O=C(Cc1cccc(F)c1)NCc1nnc2c(-c3nc(C4CC4)no3)cccn12 returned 12-LOX inh 47%[activator].
`COc1cccc(CNC(=O)Cn2nc3n(c2=O)CCCCC3)c1OC` gave 12-LOX inh 62%[activator].
For CC1(C)[C@H](Cc2cc(CCO)on2)C[C@@H]1NC1CCOCC1 the results were 12-LOX inh 14%[176 µM].
`CCOc1cccc(CN2C[C@@H]3C(=O)N(CCCN4CCCC4=O)C(=O)[C@@H]3C2)c1` gave 12-LOX inh 69%[activator].
For CC(C)c1c(C(=O)NCc2cccnc2)cnn1-c1nccc(-c2ccccc2F)n1 the results were 12-LOX inh 10%.
`N#Cc1ccc(CN2CCC3(CC(Cc4ccccc4)=NO3)C2)cc1` (stereo not drawn) gave 12-LOX inh 13%.
FC(F)(F)c1ccc2c(c1)nc1n2[C@@H](CNC2CCC2)COC1 was read as 12-LOX inh 22%[176 µM].
`CC(C(=O)NC1CCCC1)n1c(C2CC2)nc2ccccc21` (stereo not drawn) gave 12-LOX inh -38%.
Screening COc1ccccc1CNC(=O)c1c(C)oc2ccn(Cc3cccc(F)c3)c(=O)c12 returned 12-LOX inh inconclusive.
Screening CC(=O)N1CCC2(CC1)C(=O)NN=C2C1CC1 returned 12-LOX inh 39%[activator][176 µM].
For O=C(CSc1nnc2c3c4c(sc3ncn12)CCCC4)Nc1ccc(F)cc1F the results were 12-LOX inh 0%.
For CCNc1nc(SCC(=O)NC(C)(C#N)C(C)C)nc2ccccc12 (stereo not drawn) the results were 12-LOX inh -17%.
Screening C#CCNC(=O)c1ccccc1NC(=O)c1cccc2cccnc12 returned 12-LOX inh -3%.
`O=C(O)CCC(=O)N1CCC2(CC1)CC(c1cccnc1)=NO2` gave 12-LOX inh 7%[6.33 µM].
Cc1nc2ccc(Cl)cc2cc1C(=O)N(C)C(C)c1ccccc1 (stereo not drawn) was read as 12-LOX inh inconclusive.
For Cc1nn(C)c(C)c1CCNC(=O)C1(CCO)CC12CCOCC2 (stereo not drawn) the results were 12-LOX inh 26%.
N#Cc1ccc(S(=O)(=O)N2CCN(CC(=O)Nc3ccccc3C(=O)NC3CCCC3)CC2)cc1 was read as 12-LOX inh -27%.
For COc1ccc(-n2c(SCC(=O)c3c[nH]c(C(=O)N4CCCC4)c3)nnc2-c2ccncc2)cc1 the results were 12-LOX inh -9%.
Screening CC(C)(C)C(=O)NCCCC(=O)NCc1ccco1 returned 12-LOX inh 7%.
`COc1cc(C2CC(=O)Nc3c2c(C)nn3-c2nncc(-c3ccc(C)cc3)n2)cc(OC)c1O` (stereo not drawn) gave 12-LOX inh -12%.
Screening CCn1cc(S(=O)(=O)N2CC(Oc3ccc(-c4nc(C)no4)cc3)C2)cn1 returned 12-LOX inh 33%[activator].
For Cc1ccc(-c2ccc(C(=O)O)n2C)cc1 the results were 12-LOX inh inconclusive.
CO[C@@H]1COCC[C@H]1NC(=O)CCCc1nc(-c2ccccc2C)no1 was read as 12-LOX inh 25%.
For CSCCC(=O)N[C@H]1CN(c2cc(C3CC3)ncn2)C[C@@H]1C1CC1 the results were 12-LOX inh 11%.
COc1ccc(CN2CCc3nc(N(C)C)[nH]c(=O)c3CC2)cc1OC was read as 12-LOX inh 10%.
For Cc1nnnn1CCCN1CCc2onc(-c3ccc(C(F)(F)F)cc3)c2C1 the results were 12-LOX inh -26%.
CS(=O)(=O)N1CC2(CCN(Cc3cccc(C(N)=O)c3)CC2)Cc2ccccc21 was read as 12-LOX inh inconclusive.
`CC(N)COc1ccccc1C(F)(F)F` (stereo not drawn) gave 12-LOX inh 1%.
For OCCNc1ncnc2ccc(-c3cccc(O)c3)cc12 the results were 12-LOX inh inconclusive.
Screening Cc1ccc(Nc2nc3ccccc3nc2NS(=O)(=O)c2cccs2)cc1 returned 12-LOX inh -48%.
CC12CC3(C)CC(CC(=O)O)(C1)CC(CC(=O)O)(C2)C3 was read as 12-LOX inh -8%.
Cc1ccc(-c2ccc(C(=O)N3CCc4nnc(CNC(=O)c5ccccc5)n4CC3)cc2)cc1 was read as 12-LOX inh 15%.

Structures from the list above that have a Cl atom:
`COc1ccc(NC(=O)[C@H]2C[C@H](CC(C)C)N[C@]23C(=O)Nc2c(C)cc(Cl)cc23)cc1` gave 12-LOX inh 3%.
For CC(C)C(Br)C(=O)Nc1cc(Cl)ccc1Cl (stereo not drawn) the results were 12-LOX inh 23%.
Screening CCN1CCc2c(sc3c2c(=O)n(-c2ccc(Cl)cc2)c(=O)n3CCN(C)C)C1 returned 12-LOX inh -12%.
Screening Fc1ccc(CNC(=S)NCCc2ccc(Cl)cc2)cc1 returned 12-LOX inh inconclusive.
CC1(C)CC(NC(=O)Cn2nc(-c3ccc(Cl)cc3)c3ccccc3c2=O)CC(C)(C)N1 was read as 12-LOX inh 4%.
COCCn1c(=O)c(-c2cccc(C#N)c2)nc2cnc(Oc3cccc(Cl)c3)nc21 was read as 12-LOX inh inconclusive.
`CN(CC(=O)Nc1c(Cl)cccc1Cl)C(=O)c1ccc(S(=O)(=O)Nc2ccccc2)cc1` gave 12-LOX inh inconclusive.
Screening CCCCN(CC)C(=O)c1cn[nH]c1-c1ccc(Cl)cc1 returned 12-LOX inh 19%.
Cn1cc(Cl)cc1C(=O)N1CC[C@@]2(O)CCN(C(=O)C3CCC3)C[C@H]2C1 was read as 12-LOX inh -20%.
N#CC1(C(=O)Nc2ccc(Cl)cc2)CCCC1 was read as 12-LOX inh inconclusive.
Cc1nc2ccc(Cl)cc2cc1C(=O)N(C)C(C)c1ccccc1 (stereo not drawn) was read as 12-LOX inh inconclusive.

Compound activity (PubChem BioAssay)
